PolyA inhibitor – yeast polyadenylation inhibition | S. cerevisiae SKY197-pL101 polyadenylation reporter, beta-gal luminescence; efflux-impaired pdr1/pdr3 knockout yeast; score 100 = 6 SD above DMSO | calls only at 12 µM | hit rate 0.02% among 300,000 | AID 1875;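 active = lowest replicate activity score at least 50, where 100 means six control SD above control mean; inconclusive = lowest score under 50 but half or more replicates reach 50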;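 note: yeast exposed to compound for 9 h at 30 °C; higher score means more reporter readthrough which indicates perturbed polyadenylation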
KCNQ1 pot – potentiators or activators of human KCNQ1 potassium channel. B-score at 10 µM. hit rate 0.35% among 310,000. CHO-K1 KCNQ1, thallium flux FluxOR fluorescence; active compounds read high;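 active = fluorescence ratio B-score, a plate-corrected score, at least three library SD, with initial intensity B-score within 5 SD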
Target sequence (P51787 whole entry, looked up): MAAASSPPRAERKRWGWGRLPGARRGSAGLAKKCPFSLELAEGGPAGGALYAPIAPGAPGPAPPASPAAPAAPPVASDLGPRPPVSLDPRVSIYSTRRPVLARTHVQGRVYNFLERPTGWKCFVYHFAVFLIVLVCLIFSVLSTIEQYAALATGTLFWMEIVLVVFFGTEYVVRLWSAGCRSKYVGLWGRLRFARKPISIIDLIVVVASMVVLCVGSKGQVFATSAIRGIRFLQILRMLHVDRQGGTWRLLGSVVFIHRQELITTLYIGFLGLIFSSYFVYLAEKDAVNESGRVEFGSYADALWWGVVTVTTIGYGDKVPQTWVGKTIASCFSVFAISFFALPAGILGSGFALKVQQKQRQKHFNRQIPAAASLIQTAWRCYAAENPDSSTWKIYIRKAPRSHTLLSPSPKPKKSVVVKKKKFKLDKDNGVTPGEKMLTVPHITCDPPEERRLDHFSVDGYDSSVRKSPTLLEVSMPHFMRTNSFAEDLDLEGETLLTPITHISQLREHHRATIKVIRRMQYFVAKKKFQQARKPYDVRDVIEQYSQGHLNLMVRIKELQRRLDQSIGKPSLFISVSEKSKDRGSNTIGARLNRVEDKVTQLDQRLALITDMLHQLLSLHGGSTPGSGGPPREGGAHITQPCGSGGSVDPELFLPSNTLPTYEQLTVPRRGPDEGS
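Medium – assay buffer, equal DMSO in all wells · Material – CHO-K1 cell line with stable KCNQ1 potassium channel expression · Signal – kinetic FluxOR thallium fluorescence, 10-s 1-Hz baseline, 110-s post-stimulus read · Compound – single concentration per compound, DMSO matched to controls · Schedule – 37 °C overnight plating, 90-min dark dye load, 20-min compound pretreatment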
GSK3B inh – human GSK3beta kinase inhibition | P49841 | GST-GSK3beta kinase, ADP-Glo luminescence, 60 min; active compounds read low | activity score (negative = inhibition), % at 10 µM | hit rate 0.038% among 300,000 | AID 2097;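 active = more than half of replicate wells score below -50%, meaning over 50% inhibition versus plate controls; inconclusive = some replicates but at most half score below -50%; inactive = no replicate scores below -50%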;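 note: 0% = median DMSO wells and -100% = median GW8510 positive control wells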
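Test system: GST-fused GSK3beta enzyme, cell-free | Quantity: 1.6 ng GST-GSK3beta enzyme per well | Reagent: 25 µM ATP with peptide substrate | Schedule: 60 min enzyme reaction, room temperature | Signal: Luminescent ADP-Glo measurement of ADP formed | Read-out basis: Score relative to plate controls | Control set: DMSO and 20 µM GW8510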
KCNQ1 block – human KCNQ1 channel inhibition | hit rate 1.3% among 310,000 | B-score at 10 µM | P51787 | CHO-K1 KCNQ1, FluxOR thallium flux fluorescence; active compounds read high;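 active = compounds whose thallium flux B-score, printed positive for inhibition, exceeds three library SD while starting fluorescence stays within three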;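 note: channel opened by potassium depolarization with thallium stimulus after 20 min compound exposure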
RGS4 act – RGS4 potentiation or activation | B-score at 10 µM | HEK293 M3R/inducible RGS4, carbachol calcium flux Fluo4; active compounds read low | hit rate 0.92% among 310,000 | AID 463111;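 active = B-score of the integrated calcium signal more than 4 SD below the library mean, with starting fluorescence not abnormally high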;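 note: negative B-score means reduced calcium response which marks RGS4 activation or potentiation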
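Assay system: Inducible-RGS4 HEK293 cells carrying M3 receptor | Schedule: Compound preincubation 20 min at room temperature before agonist | Signal: Kinetic calcium fluorescence imaging with Fluo4-AM dye, 2 µM | Read-out basis: B score from integrated fluorescence ratio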
KCNK9 inh – human KCNK9 channel inhibition; Q9NPC2; HEK293 KCNK9, FluxOR thallium flux fluorescence; active compounds read low; B-score at 10 µM; hit rate 1.2% among 310,000; AID 488922;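 active = ratio B-score over 3 SD below the library mean, with starting fluorescence within 5 SD of its mean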;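 note: negative B-score means less thallium flux so channel inhibition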
Target sequence (Q9NPC2 whole entry, looked up): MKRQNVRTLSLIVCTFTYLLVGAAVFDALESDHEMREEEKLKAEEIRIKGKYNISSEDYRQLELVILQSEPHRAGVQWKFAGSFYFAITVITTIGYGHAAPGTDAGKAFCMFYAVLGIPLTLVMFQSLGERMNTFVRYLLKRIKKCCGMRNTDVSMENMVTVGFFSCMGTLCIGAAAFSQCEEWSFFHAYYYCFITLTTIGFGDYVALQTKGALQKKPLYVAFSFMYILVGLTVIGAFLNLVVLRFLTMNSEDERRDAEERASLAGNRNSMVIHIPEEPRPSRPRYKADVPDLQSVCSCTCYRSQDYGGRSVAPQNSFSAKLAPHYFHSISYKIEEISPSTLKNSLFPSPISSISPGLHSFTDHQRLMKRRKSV
Dyrk1A ADPGlo – blocks rat Dyrk1A kinase activity; hit rate 0.43% among 310,000; ADP-Glo luminescence, NFATc1 peptide; inhibition, % at 12.5 µM; in the data active = inhibition above about 50%;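 note: plate controls were vehicle with enzyme for no effect and no enzyme for full effect; many of its hits are not listed in these tables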
HDAC3 inhib – human HDAC3 inhibition; O15379; recombinant HDAC3, fluorogenic peptide/trypsin coupled, fluorescence; inhibition, % at 8.3 µM; hit rate 0.15% among 320,000; AID 2718; in the data active = inhibition above about 26%, passing the limit was not always enough; inconclusive = no clear call, values can overlap the other calls
hERG protect – hERG (human) protection from proarrhythmic block | hit rate 0.51% among 310,000 | activation (rescue from dofetilide block), less the hit threshold, % at 10 µM | Q12809 | AID 1511 | CHO-hERG, FluxOR thallium flux, dofetilide IC70 present;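 active = activation above the mean of controls blocked by dofetilide plus 5 SD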;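 note: thallium influx through hERG after potassium depolarization seen as dye fluorescence rise; in these data hits start at about 4.7%; inactives centre near -7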
GSK3A inh – blocks human GSK-3 alpha kinase. P49840. hit rate 0.1% among 320,000. ADP-Glo luminescence, 60 min. inhibition, % at 10 µM;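 in the data active = inhibition above about 50%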;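 note: GST-tagged GSK-3 alpha with peptide substrate and 25 µM ATP; 0% = DMSO neutral wells and 100% = GW8510 positive control wells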
KCNK3 block – human KCNK3 channel inhibition, primary screen; O14649; CHO-KCNK3 thallium flux, FluxOR fluorescence; active compounds read low; B-score at 10 µM; hit rate 0.84% among 340,000; AID 602410;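 active = B-score under library mean minus 4 SD, starting fluorescence ratio at most library mean plus 5 SD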;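 note: more negative B-score means stronger inhibition of thallium flux through KCNK3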
Active calls of the source: *; i = inactive; ? = inconclusive; . = no result given. Only part of the results is shown, so the mix of outcomes need not match the whole.

SMILES | PolyA inhibitor | KCNQ1 pot | GSK3B inh | KCNQ1 block | RGS4 act | KCNK9 inh | Dyrk1A ADPGlo | HDAC3 inhib | hERG protect | GSK3A inh | KCNK3 block
Fc1ccc(OCc2nn3c(Cn4nnc5ccccc54)nnc3s2)cc1 | i | i | 5 | i | i | i | -4 | 2 | -15 | . | i
O=C(NCc1ccc(Cl)cc1)C(=O)NCC(c1cccnc1)N1CCN(c2ccc(F)cc2)CC1 (stereo unspecified) | i | i | 0 | i | i | i | -6 | -3 | -17 | . | i
Cc1c(C(=O)N2CCN(c3ncccn3)CC2)oc2c(Cl)cccc12 | i | i | 0 | i | i | i | 2 | 0 | -10 | 0 | i
CCOc1ccccc1CNC(=O)c1cc2oc3ccccc3c2n1C | i | i | 2 | i | i | i | -2 | -1 | -9 | -2 | i
CCCC(=O)N(CCN1CCOCC1)c1nc2c(F)cc(F)cc2s1 | i | i | 4 | i | i | i | . | 7 | -3 | 0 | i
CCOCCCNC(=O)c1cc(Sc2ccc(F)cc2)nc2ccccc12 | i | i | 2 | i | i | i | -5 | -6 | -3 | 4 | i
Cc1ccc(C(=O)NC(C)c2ccc(-n3ccnc3)cc2)c(C)c1 (stereo unspecified) | i | i | 0 | i | i | i | -5 | -1 | -8 | -2 | i
NC1=NC2(CCN(Cc3ccccc3)CC2)n2c(nc3ccccc32)N1 | i | i | -3 | i | i | i | 0 | -5 | -7 | 3 | i
CN(CCc1ccccn1)C(=O)CCc1nnc(CCCc2ccccc2)o1 | i | i | 3 | i | i | i | 0 | -3 | -16 | 2 | i
Brc1ccc(-c2csc(N3CCC(c4ccccc4)C3)n2)cc1 (stereo unspecified) | i | i | -1 | i | i | i | -6 | 3 | -10 | -3 | i
COc1c2ccoc2cc2oc(C)cc(=O)c12 | i | i | 1 | i | i | i | -9 | 3 | -6 | 3 | i
O=C(N=C1c2ccccc2CN1c1ccc(F)c(F)c1)c1cccnc1 | . | i | -1 | i | i | i | 2 | 0 | -6 | -3 | i
CCc1ccccc1NC(=O)c1ccc(NCCc2ccccc2)c([N+](=O)[O-])c1 | i | i | -1 | i | i | -8.7* | -1 | 9 | -7 | -7 | i
COc1ccc(NC(=O)CN(C)C(=O)CNC(=O)Cc2cccc3ccccc23)cc1 | i | i | 2 | i | i | i | 3 | 2 | -5 | -1 | i
COc1ccc2c(c1)[N+](C)(C)C(C)(C)C=C2C | i | i | -1 | i | i | i | -4 | . | -8 | -2 | i
C=CCn1c(SCC(=O)N2CCOCC2)nc(O)cc1=O | i | i | -1 | i | i | i | 2 | 9 | -10 | -1 | i
Nn1c(Cc2ccccc2F)nnc1SCC(=O)N1CC(=O)Nc2ccccc21 | i | i | 1 | i | i | i | 4 | 2 | -6 | 2 | i
COc1ccc(/C=C2\SC(=S)N(CCC(=O)NC3C=CS(=O)(=O)C3)C2=O)cc1 (stereo unspecified) | i | i | 0 | i | i | i | . | 2 | -7 | -1 | i
CC(=O)Nc1ccc(C(=O)CSc2nnnn2C)cc1 | i | i | -4 | i | i | i | -3 | 3 | -13 | -4 | i
CCCn1c(SCc2ccccc2)nc2c1c(=O)[nH]c(=O)n2C | i | i | -6 | i | i | i | 0 | 6 | -9 | -3 | i
Cc1cccc(C)c1NC(=O)CCCSc1nnc(-c2ccc(F)cc2)n1-c1ccccc1 | i | i | 1 | i | i | i | 2 | 2 | -9 | -1 | i
COC(=O)c1c(C(=O)OC)c2cccc3cc(-c4ccccc4)c4ccc1c4n32 | i | i | 1 | i | i | i | 11 | 5 | -5 | 0 | i
Cc1c(C#N)c(=O)oc2ccc3ccccc3c12 | i | i | 2 | i | i | i | 0 | 6 | -9 | 0 | i
CCOC(=O)C1=C(O)CSC1=Nc1ccccc1 | i | i | 1 | i | i | i | 5 | -4 | -7 | 1 | i
Cc1cc(C)cc(NC(=O)COC(=O)[C@@H](NC(=O)c2ccco2)C(C)C)c1 | i | i | -1 | i | i | i | 3 | -4 | -14 | 1 | i
O=C(CC(=O)N/N=C/c1c(Cl)cccc1Cl)NCc1cccnc1 | i | i | -1 | i | i | i | 3 | 2 | -8 | 0 | i
COc1ccc(C(=O)N2CCN(c3ccc(NC(=O)c4ccco4)cc3)CC2)cc1 | i | i | -1 | i | i | i | -3 | 6 | -14 | 8 | i
Cc1ccccc1C(=O)N1CCN(c2ccc(NC(=O)c3ccco3)cc2)CC1 | i | i | -5 | i | i | i | -7 | 6 | -10 | 0 | i
CCc1c(C)c2ccc(OCC(=O)N(C)C)c(C)c2oc1=O | i | i | 0 | i | i | i | -2 | -56 | -17 | -3 | i
CC(=O)c1ccc(N(CC(=O)NC2CCCC2)C(=O)c2ccc(C)s2)cc1 | i | i | -2 | i | i | i | -7 | 0 | -7 | -2 | i
COc1cc(OC)c(S(=O)(=O)N2CCN(C(=O)c3ccccc3F)CC2)cc1NC(C)=O | i | i | -2 | i | i | i | . | -11 | -6 | -3 | i
COc1ccc(N2C(=O)CCC(C(=O)O)C2c2ccccc2OC)cc1 (stereo unspecified) | i | i | 0 | i | i | i | -3 | -2 | -10 | -1 | i
CC1CN=C(NC2CCCCC2C)S1 (stereo unspecified) | i | i | 0 | i | i | i | 9 | 1 | -3 | 10 | i
COC(=O)c1ccc(C2Nc3cccc4cccc(c34)N2)cc1 | i | i | 0 | i | i | i | . | 4 | -17 | 0 | i
C=CC(=O)Nc1ccc(Br)cc1 | i | i | -1 | i | i | i | -4 | -2 | 0 | 0 | i
COc1c2n(C)ccc3c-2n(c(=O)c1=O)c1ccccc31 | i | i | 1 | i | i | i | 2 | -6 | -6 | 5 | i

Exported field by field: part of the list above.
molecule: COc1ccc(C(=O)N2CCN(c3ccc(NC(=O)c4ccco4)cc3)CC2)cc1
  PolyA inhibitor: i | KCNQ1 pot: i | GSK3B inh: -1 | KCNQ1 block: i | RGS4 act: i | KCNK9 inh: i | Dyrk1A ADPGlo: -3 | HDAC3 inhib: 6 | hERG protect: -14 | GSK3A inh: 8 | KCNK3 block: i
molecule: Cc1ccccc1C(=O)N1CCN(c2ccc(NC(=O)c3ccco3)cc2)CC1
  PolyA inhibitor: i | KCNQ1 pot: i | GSK3B inh: -5 | KCNQ1 block: i | RGS4 act: i | KCNK9 inh: i | Dyrk1A ADPGlo: -7 | HDAC3 inhib: 6 | hERG protect: -10 | GSK3A inh: 0 | KCNK3 block: i

Copied from the listing for reference:
SMILES | PolyA inhibitor | KCNQ1 pot | GSK3B inh | KCNQ1 block | RGS4 act | KCNK9 inh | Dyrk1A ADPGlo | HDAC3 inhib | hERG protect | GSK3A inh | KCNK3 block
COC(=O)c1ccc(C2Nc3cccc4cccc(c34)N2)cc1 | i | i | 0 | i | i | i | . | 4 | -17 | 0 | i
C=CC(=O)Nc1ccc(Br)cc1 | i | i | -1 | i | i | i | -4 | -2 | 0 | 0 | i
COc1c2n(C)ccc3c-2n(c(=O)c1=O)c1ccccc31 | i | i | 1 | i | i | i | 2 | -6 | -6 | 5 | i

(more compounds)
SMILES | PolyA inhibitor | KCNQ1 pot | GSK3B inh | KCNQ1 block | RGS4 act | KCNK9 inh | Dyrk1A ADPGlo | HDAC3 inhib | hERG protect | GSK3A inh | KCNK3 block
Cc1nn(C)c(C)c1S(=O)(=O)N1CCC(C(=O)NCC2COc3ccccc3O2)CC1 (stereo unspecified) | i | i | -2 | i | i | i | -10 | 10 | -6 | -1 | i
CC(=O)c1c(C)[nH]c(C(=O)Nc2cccnc2)c1C | i | i | 1 | i | i | i | 24 | -1 | -9 | -1 | i
COCCn1c(SCC(=O)NCc2ccc3c(c2)OCO3)nnc1-c1c[nH]c2ccccc12 | i | i | 3 | i | i | i | 1 | 3 | -6 | 0 | i
COC(=O)c1ccc(C23CC4(C2)[C@H](CN(Cc2ccc(-c5ccccc5)cc2)[C@@H]4c2ccccc2)C3c2ccc(C(F)(F)F)cc2)cc1 (stereo partly specified) | i | i | 0 | i | i | i | . | 4 | -8 | 0 | .
Cc1ccc2ncnc(NCCCCCC(=O)O)c2c1 | i | i | 2 | i | i | i | -1 | 11 | -3 | 0 | i
Cc1cccc(NC(=S)N(C)C)c1C | i | i | 1 | i | i | i | 3 | 2 | -6 | -2 | i
Cc1c(OC(C)C(=O)NC2CC(C)(C)NC(C)(C)C2)ccc2c3c(c(=O)oc12)CCC3 (stereo unspecified) | i | i | -4 | i | i | i | -3 | -4 | -6 | -1 | i
COCCn1nnnc1C(c1ccc(OC)cc1)N1CCN(c2ccccc2F)CC1 (stereo unspecified) | i | i | 2 | i | i | i | 2 | -1 | -6 | -1 | i
CN(C)C(=O)CC12CC3CC(C1)CC(CC(=O)N(C)C)(C3)C2 | i | i | 3 | i | i | i | -5 | -3 | -1 | . | i
CCCCn1c(N)c(N(CC(C)C)C(=O)c2ccc(S(=O)(=O)N(CC)c3ccccc3)cc2)c(=O)[nH]c1=O | i | i | -10 | i | i | i | -3 | . | -10 | . | i
CCCC(=O)Nc1c2c(nn1-c1cccc(C)c1C)CS(=O)(=O)C2 | . | i | 2 | i | i | i | -1 | 0 | -6 | 0 | i
O=[N+]([O-])c1ccc(S(=O)(=O)N/N=C/c2ccco2)cc1 | i | i | 4 | i | i | i | -6 | ? | -6 | 0 | i
CCn1c(=O)n(CC)c2cc(N)ccc21 | i | i | 0 | i | i | i | 5 | -4 | -16 | 3 | i
CCOc1cc(N2CCOCC2)c(OCC)cc1NC(=O)c1ccc(C)s1 | i | i | 2 | i | i | i | 2 | 0 | -19 | -2 | i
O=C(NCCc1ccccn1)c1ccc(COc2ccccc2)o1 | i | i | 3 | i | i | i | -3 | 0 | -8 | -4 | i
Cc1nn2c(=O)cc(CSCC(=O)Nc3ccccc3Cl)nc2s1 | i | i | -3 | i | i | i | -6 | . | -5 | . | i
Cc1nc(SCc2ccc(Cl)c(Cl)c2)ncc1C(=O)O | i | i | 5 | i | i | i | 0 | 1 | -15 | -2 | i
Cc1cc(C(=O)N2CCCC(N3CCN(c4cccc(C(F)(F)F)c4)CC3)C2)no1 (stereo unspecified) | i | i | 3 | i | i | i | -9 | 3 | -12 | -3 | i
Cc1nnc(SCC(=O)Nc2cccnc2Cl)s1 | i | i | 3 | i | i | i | -1 | 7 | -5 | -2 | i
COC(=O)C1C(c2ccccc2)C(C(=O)O)C1c1ccccc1 (stereo unspecified) | i | i | -1 | i | i | i | 3 | -5 | 0 | 0 | i

Assay outcomes as filed in PubChem BioAssay.
